Screens from PubChem.
U2OS ROS induce – cancer cell ROS induction; U2OS ROS induction, H2DCF-DA fluorescence; ROS induction (% of piperlongumine), % at 10 µM; 46,000 tested, 2% active; AID 624156; in the data active = ROS induction above about 79%, passing the limit was not always enough;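 also: 0% = DMSO vehicle median and 100% = reference compound median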
* hit, by the source's call. The list is partial (hit frequency here may not be typical).

SMILES | U2OS ROS induce
COc1ccc(NC(=O)Nc2ccc3c(c2)CC(=O)N([C@H](C)CO)C[C@@H](C)[C@@H](CN(C)S(=O)(=O)c2ccc(C)cc2)O3)cc1 | 6
COC(=O)c1ccc(Cl)c(NC(=O)Cc2ccccc2[N+](=O)[O-])c1 | -17
C[C@@H]1CN([C@H](C)CO)C(=O)Cc2cc(NC(=O)Cn3cnnn3)ccc2O[C@H]1CN(C)S(=O)(=O)c1ccc(F)cc1 | 19
COC(=O)c1ccc2c(c1)NC(=O)c1ccccc1S2 | -9
O=S(=O)(Nc1nccs1)c1ccc(NS(=O)(=O)c2cccs2)cc1 | -1
COc1cc2c(cc1OC)C(c1ccc(N)cc1)=NNC(=O)C2 | 3
CC(C)NC(=O)Nc1ccc2c(c1)C(=O)N([C@H](C)CO)C[C@@H](C)[C@H](CN(C)C(=O)Nc1ccc3c(c1)OCO3)O2 | 2
Cc1ccc(C(=O)CSc2nnc(-c3snnc3C)n2C2CC2)cc1 | -4
CCOC(=O)c1ccccc1NS(C)(=O)=O | 36
C[C@@H]1CN([C@H](C)CO)C(=O)Cc2cc(NS(=O)(=O)c3ccccc3)ccc2O[C@H]1CN(C)S(=O)(=O)c1cn(C)cn1 | -6
CNC[C@H]1Oc2ccc(NC(=O)Nc3c(C)noc3C)cc2C(=O)N([C@H](C)CO)C[C@H]1C | -7
CS(=O)(=O)N(CC(=O)Nc1ccccc1C(=O)N1CCCC1)c1cccc(F)c1 | -9
Cc1noc(C)c1NC(=O)Nc1cccc2c1O[C@H](CN(C)C(=O)NC(C)C)[C@H](C)CN([C@H](C)CO)C2=O | -11
C[C@H]1CN([C@@H](C)CO)C(=O)c2cccc(NC(=O)Nc3ccc(C(F)(F)F)cc3)c2O[C@@H]1CN(C)Cc1ccc(C(=O)O)cc1 | -8
C[C@@H]1CN([C@H](C)CO)C(=O)Cc2cc(NC(=O)Nc3ccc(F)cc3)ccc2O[C@@H]1CN(C)Cc1ccccc1 | 1
CC1CCN(C(=O)CCNS(=O)(=O)c2cccc3nsnc23)CC1 | -20
C[C@@H]1CN([C@@H](C)CO)C(=O)c2cc(NC(=O)Cc3cn(C)c4ccccc34)ccc2O[C@H]1CN(C)Cc1ccc(Cl)c(Cl)c1 | 35
COc1cc(C(=O)OCCCN2CCCN(CCCOC(=O)c3cc(OC)c(OC)c(OC)c3)CC2)cc(OC)c1OC | 6
CC1=CC(C)(C)Nc2ccc(OC(=O)CN3C(=O)c4cccc([N+](=O)[O-])c4C3=O)cc21 | 32
COc1ccc(NC(=O)NCCc2ccccc2OC)c(OC)c1 | 6
Cc1noc(C)c1S(=O)(=O)N(C)C[C@@H]1Oc2ccc(NC(=O)NC3CCCCC3)cc2CC(=O)N([C@H](C)CO)C[C@@H]1C | 10
C[C@@H]1CN([C@@H](C)CO)C(=O)Cc2cc(N(C)C)ccc2O[C@@H]1CN(C)S(=O)(=O)c1ccc(F)cc1 | 30
CCn1cc(CCCC(=O)N2CCCC2)c2ccccc21 | -11
CC(NS(=O)(=O)c1ccccc1)C(=O)Nc1ccccc1F (stereo unspecified) | 0
COc1ccc(CN(C)C[C@H]2Oc3ccc(NC(=O)Nc4c(C)noc4C)cc3C(=O)N([C@@H](C)CO)C[C@@H]2C)cc1 | -30
C[C@@H]1CN([C@H](C)CO)C(=O)Cc2cc(NS(=O)(=O)c3ccc(Cl)cc3)ccc2O[C@@H]1CN(C)S(=O)(=O)c1ccccc1 | 10
C[C@@H]1CN([C@@H](C)CO)C(=O)c2cccc(NC(=O)C3CC3)c2O[C@H]1CN(C)Cc1ccc(Cl)c(Cl)c1 | 19
Cc1sc2nc3scc(CC(=O)NCCO)n3c(=O)c2c1C | -2
N#CC(C#N)Cc1ccc(O)cc1 | -5
COc1ccc(OC)c2c1CC(C)(C)N=C2SC | 0

Pulled by structure from the entries so far:
SMILES | U2OS ROS induce
COc1ccc(NC(=O)NCCc2ccccc2OC)c(OC)c1 | 6
Cc1ccc(C(=O)CSc2nnc(-c3snnc3C)n2C2CC2)cc1 | -4
CC1=CC(C)(C)Nc2ccc(OC(=O)CN3C(=O)c4cccc([N+](=O)[O-])c4C3=O)cc21 | 32
CCn1cc(CCCC(=O)N2CCCC2)c2ccccc21 | -11
C[C@@H]1CN([C@@H](C)CO)C(=O)Cc2cc(N(C)C)ccc2O[C@@H]1CN(C)S(=O)(=O)c1ccc(F)cc1 | 30

Following part.
SMILES | U2OS ROS induce
Cc1ccc(/C=C2\SC(=S)N(C(C(=O)O)C(C)C)C2=O)cc1 (stereo unspecified) | 6
Cc1noc(C)c1NC(=O)N(C)C[C@@H]1OCCCC[C@@H](C)Oc2ccc(NS(=O)(=O)c3cn(C)cn3)cc2C(=O)N([C@H](C)CO)C[C@@H]1C | -4
C[C@@H]1CCCCO[C@H](CN(C)S(=O)(=O)c2ccc(F)cc2)[C@@H](C)CN([C@H](C)CO)C(=O)c2cc(NC(=O)c3ccccc3)ccc2O1 | 32
C[C@@H]1CN([C@@H](C)CO)C(=O)c2cc(NS(=O)(=O)c3ccc(Cl)cc3)ccc2O[C@H]1CN(C)S(=O)(=O)c1ccccc1 | 18
C[C@H]1CN([C@@H](C)CO)C(=O)c2cc(NC(=O)Cc3cn(C)c4ccccc34)ccc2O[C@@H]1CN(C)Cc1ccc(Oc2ccccc2)cc1 | 134*
C[C@@H]1CN([C@H](C)CO)C(=O)Cc2cc(NC(=O)CCC(F)(F)F)ccc2O[C@@H]1CN(C)S(=O)(=O)c1cn(C)cn1 | 1
CCCN(C)C[C@H]1OCc2cnnn2CCCC(=O)N([C@H](C)CO)C[C@@H]1C | 8
COc1ccc(S(=O)(=O)Nc2cccc3c2O[C@H](CN(C)CC2CC2)[C@H](C)CN([C@@H](C)CO)C3=O)cc1 | 0
Cc1ccc(S(=O)(=O)N(C)C[C@@H]2Oc3c(NC(=O)c4ccc(-c5nccs5)cc4)cccc3C(=O)N([C@@H](C)CO)C[C@@H]2C)cc1 | 16
C[C@H]1CN([C@@H](C)CO)C(=O)c2cc(NC(=O)CCN3CCOCC3)ccc2O[C@@H]1CN(C)S(=O)(=O)c1ccc(F)cc1 | 2
C[C@H]1CN([C@@H](C)CO)C(=O)Cc2cc(NC(=O)Cc3cn(C)c4ccccc34)ccc2O[C@H]1CN(C)C(=O)Nc1ccc2c(c1)OCO2 | 3
CCN1CCCC1CNC(=O)c1ccc2c(=O)n3c(nc2c1)CCCCC3 (stereo unspecified) | 48
C[C@H]1CN([C@@H](C)CO)C(=O)Cc2cc(NC(=O)CCN3CCOCC3)ccc2O[C@@H]1CN(C)C | 0
C[C@H]1CN([C@@H](C)CO)C(=O)c2cc(NC(=O)CCCCCC(=O)Nc3ccccc3N)ccc2O[C@@H]1CN(C)S(=O)(=O)c1cn(C)cn1 | -1
Cc1ccc2nc(Nc3ccccc3)nc(-c3ccccc3)c2c1 | 55
O=C(CNS(=O)(=O)c1ccccc1)Nc1ccc(Cl)c(C(F)(F)F)c1 | 1
COC(=O)CNC(=O)c1cn(-c2ccccc2)nc1-c1ccccc1 | 3
N#CCNC(=O)c1ccc(-c2ccccc2)cc1 | 5
CNC[C@H]1Oc2ccc(NC(=O)CCC(F)(F)F)cc2CC(=O)N([C@@H](C)CO)C[C@@H]1C | -9
O=C(CCC1=NS(=O)(=O)c2ccccc2N1)NC1CCCCCCC1 | -7
C[C@H]1CC[C@@H]2[C@@H](C(=O)c3c(O)c([C@]4(O)CC[C@@H](O)[C@H]5O[C@H]54)c[nH]c3=O)[C@@H](C)C=C[C@H]2C1 | -4
C[C@@H]1CN([C@H](C)CO)C(=O)c2cccc(NC(=O)Nc3ccc4c(c3)OCO4)c2O[C@@H]1CN(C)S(=O)(=O)c1cn(C)cn1 | 6
CC(C)(C)C1=NOC(O)(C(F)(F)F)C1 (stereo unspecified) | -8
CCOC(=O)c1ccc(NC(=O)CN2C(=O)c3ccccc3S2(=O)=O)cc1 | -7
COc1ccccc1NC(=O)CSc1nc2sc(C)c(C)c2c(=O)n1-c1ccc(C)c(C)c1 | 51
CC1(C)CC[C@]2(C(=O)OC3OC(CO)C(O)C(O)C3O)CC[C@]3(C)C(=CCC4[C@@]5(C)CC[C@H](OC6OC(C(=O)O)C(O)C(O)C6O)C(CO)(CO)C5CC[C@]43C)[C@@H]2C1 (stereo partly specified) | -11
CCCCC1=NN(C(=O)c2ccccc2)C(O)(C(F)(F)F)C1 (stereo unspecified) | -11
C[C@H](CO)N1C[C@H](C)[C@H](CN(C)S(=O)(=O)c2ccc(Cl)cc2)Oc2ccc(NC(=O)Cc3cn(C)c4ccccc34)cc2CC1=O | 12
COc1ccc(S(=O)(=O)N(C)C[C@H]2OCc3cnnn3CCCC(=O)N([C@@H](C)CO)C[C@@H]2C)cc1 | -3
N#Cc1cccc(NC(=O)CCCN2C(=O)c3ccccc3C2=O)c1 | 8

Going on with the list.
SMILES | U2OS ROS induce
C[C@H](CO)N1C[C@H](C)[C@H](CN(C)S(C)(=O)=O)OCc2cnnn2CCCC1=O | -4
CC1(C)OC[C@@H]([C@H](O)P(=O)(c2ccccc2)c2ccccc2)O1 | 4
C[C@@H]1CN([C@H](C)CO)C(=O)c2cccc(NC(=O)C3CCOCC3)c2O[C@@H]1CN(C)S(=O)(=O)c1ccc(F)cc1 | 44
C[C@H]1CN([C@@H](C)CO)C(=O)c2cccc(NS(=O)(=O)c3cn(C)cn3)c2O[C@H]1CN(C)C(=O)Nc1ccc(F)cc1 | -3
COc1ccccc1Nc1nc(N)nc(CN2CCC(Cc3ccccc3)CC2)n1 | -5
O=C1c2ccccc2-c2c1c1ccccc1c(=O)n2CC1CC1 | -12
CC(C)NC(=O)Nc1ccc2c(c1)C(=O)N([C@@H](C)CO)C[C@@H](C)[C@@H](CN(C)S(=O)(=O)c1cccs1)O2 | 1
COc1ccc(CCNC(=O)c2nc3ccccc3c(=O)n2-n2cccc2)cc1OC | 5
C[C@@H]1CCCCO[C@H](CN(C)C(=O)Nc2ccccc2)[C@@H](C)CN([C@H](C)CO)C(=O)c2cc(NS(C)(=O)=O)ccc2O1 | 16
O=C1C2=C(C(=O)N1c1ccc(Br)cc1)C(c1ccccc1)=NCCN2 | -11
C[C@H]1CN([C@@H](C)CO)C(=O)c2cccc(NC(=O)c3cnccn3)c2O[C@H]1CN(C)Cc1ccc(C(=O)O)cc1 | -3
COC(=O)CCCCCCC(=O)N/N=C/c1ccc2ccccc2n1 | 12
CCc1ccc(C(=O)Nc2ccc(S(N)(=O)=O)cc2)cc1 | -1
C[C@@H]1CN([C@@H](C)CO)C(=O)c2cc(NC(=O)Nc3ccc(F)cc3)ccc2O[C@@H]1CN(C)C(=O)Nc1ccc2c(c1)OCO2 | 1
C[C@@H]1CN([C@H](C)CO)C(=O)c2cccc(NC(=O)Nc3cccc4ccccc34)c2O[C@@H]1CN(C)Cc1ccncc1 | -2
C[C@H]1CN([C@@H](C)CO)C(=O)Cc2cc(NC(=O)c3ccncc3)ccc2O[C@H]1CN(C)Cc1ccc(Oc2ccccc2)cc1 | 19
Cc1noc(C)c1NC(=O)N(C)C[C@H]1Oc2ccc(NC(=O)c3ccncc3)cc2C(=O)N([C@@H](C)CO)C[C@H]1C | -11
C[C@H](CO)N1C[C@H](C)[C@@H](CN(C)Cc2ccc(C(F)(F)F)cc2)Oc2c(NC(=O)c3cnccn3)cccc2C1=O | 30
C[C@H](CO)N1C[C@H](C)[C@H](CN(C)Cc2ccncc2)Oc2ccc(NC(=O)Cn3cnnn3)cc2C1=O | -16
C[C@@H]1CN([C@@H](C)CO)C(=O)c2cccc(NC(=O)Nc3ccc(C(F)(F)F)cc3)c2O[C@@H]1CN(C)Cc1ccc(Cl)c(Cl)c1 | 25
CC(=O)N(/C=C1\SC(=S)N(Cc2ccccc2)C1=O)c1ccccc1 | -9
Clc1ccccc1CN1CCc2sccc2C1 | 43
Cc1noc(COc2ccccc2)c1C(=O)Sc1ccc(F)cc1F | 4
C[C@H]1CN([C@@H](C)CO)C(=O)c2cc(NC(=O)Nc3cccc4ccccc34)ccc2O[C@H]1CN(C)C(=O)Nc1ccc(F)cc1 | -19
C[C@@H]1CN([C@H](C)CO)C(=O)c2cccc(NC(=O)c3ccncc3)c2O[C@H]1CN(C)C(=O)NC1CCCCC1 | -4
CSc1cccc(NC(=O)CSc2nnnn2-c2ccccc2)c1 | 0
C[C@H]1CN([C@@H](C)CO)C(=O)c2cc(NS(=O)(=O)c3ccc(F)cc3)ccc2O[C@@H]1CN(C)Cc1ccncc1 | -5
Cc1ccccc1-n1c(SCCc2ccccc2)nc2ccccc2c1=O | 9
C[C@H]1CN([C@@H](C)CO)C(=O)CCCn2nncc2CO[C@H]1CN(C)C(=O)Cc1ccccc1 | 25
O=C(CCSc1ccccc1)NC12CC3CC(CC(C3)C1)C2 | 12

Next entries follow:
SMILES | U2OS ROS induce
C[C@H](CO)N1C[C@H](C)[C@@H](CN(C)Cc2ccc(Cl)c(Cl)c2)Oc2c(NC(=O)NC3CCCCC3)cccc2C1=O | 10
COc1ccc(NC(=O)N(C)C[C@H]2Oc3c(NC(=O)c4nc5ccccc5s4)cccc3C(=O)N([C@H](C)CO)C[C@H]2C)cc1 | 9
C[C@H](CO)N1C[C@H](C)[C@H](CN(C)C)Oc2c(NC(=O)C3CC3)cccc2C1=O | -6
CC(=O)N1CCN(c2nc(-c3ccccc3)c3ccccc3n2)CC1 | 16
Cc1ccc(-n2ncc(C(=O)NCc3ccccn3)c2NC(=O)c2ccco2)cc1C | -6
C[C@H]1CN([C@@H](C)CO)C(=O)Cc2cc(NC(=O)Nc3ccccc3)ccc2O[C@H]1CN(C)C | -7
COc1ccc(NC(=O)C(C)N(c2ccc(Cl)cc2)S(C)(=O)=O)cc1OC (stereo unspecified) | -2

Part of the list above in order of SMILES length, descending:
SMILES | U2OS ROS induce
C[C@H]1CN([C@@H](C)CO)C(=O)Cc2cc(NC(=O)Nc3ccccc3)ccc2O[C@H]1CN(C)C | -7
C[C@H](CO)N1C[C@H](C)[C@H](CN(C)C)Oc2c(NC(=O)C3CC3)cccc2C1=O | -6
CC(=O)N1CCN(c2nc(-c3ccccc3)c3ccccc3n2)CC1 | 16
